WT yeast gro inh = growth inhibition of WT yeast, mitochondrial fusion screen | mitochondrial fusion phenotypic screen, WT strain | inhibition, % at 10 µM | 190,000 compounds, 2.1% hits; in the data active = inhibition above about 58%; tested in S. cerevisiae
GPR35 antagonists = inhibition of zaprinast-stimulated GPR35 beta-arrestin translocation – imaging, U2OS, beta-arrestin-GFP, zaprinast agonist, primary screen (AID 2058); U2OS GPR35 beta-arrestin-GFP translocation imaging, zaprinast antagonism; higher % means a stronger effect; one-dose inhibition, % at 10 µM; IC50 in µM for titrated hits; 290,000 compounds, 0.052% hits;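 active = inhibition of at least 50% with at least 30 cells and total cytoplasm GFP at most 10,000,000; inconclusive = under 30 cells or total GFP of 10,000,000 plus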
AID2073 = disruptors of CaV2.2 binding to Mint1 – biochemical, HTRF (AID 2073); HTRF protein-protein interaction, Mint1-CaV2.2; higher % means a stronger effect; one-dose inhibition, % at 20 µM; IC50 in µM for titrated hits; 290,000 compounds, 0.19% hits; in the data active = inhibition mostly above about 51%, no sharp cut-off; inconclusive = no clear call, values can overlap the other calls; inactive = mostly below about 53%; also: some results filed as inactive read as strong as hits
NTR1 ag = NTR1-driven beta-arrestin-GFP spot formation – imaging, U2OS cells, high content, primary screen (AID 493036); P30989; activation, % at 20 µM; 330,000 compounds, 0.17% hits; agonist mode;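 active = activation at or above 40% of the spot to cytoplasm intensity ratio, with at least 20 cells analyzed; inconclusive = wells under 20 cells, flagged as cytotoxic or low count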;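 also: 0% = DMSO without peptide and 100% = 100 nM NTR1 peptide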
Target sequence (P30989 whole entry, looked up): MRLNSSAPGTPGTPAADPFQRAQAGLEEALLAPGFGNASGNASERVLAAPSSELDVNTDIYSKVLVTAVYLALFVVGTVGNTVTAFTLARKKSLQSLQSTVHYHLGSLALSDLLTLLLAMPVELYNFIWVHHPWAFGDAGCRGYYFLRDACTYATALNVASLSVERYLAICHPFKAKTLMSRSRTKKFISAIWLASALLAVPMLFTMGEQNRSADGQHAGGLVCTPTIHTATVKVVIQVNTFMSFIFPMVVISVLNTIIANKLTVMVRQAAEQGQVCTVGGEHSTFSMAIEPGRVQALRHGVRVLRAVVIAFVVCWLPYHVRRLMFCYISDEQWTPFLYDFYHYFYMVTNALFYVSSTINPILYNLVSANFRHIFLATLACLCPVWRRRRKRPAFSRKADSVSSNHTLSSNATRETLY
LYP inhibition = inhibitors of LYP phosphatase, biochemical, fluorescence intensity, uHTS (AID 1779). recombinant LYP phosphatase, fluorescence intensity; higher % means a stronger effect. inhibition, % at 11.5 µM, or IC50 in µM where a hit was titrated. 290,000 compounds, 0.054% hits; in the data active = inhibition above about 50%;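 also: plate controls were vehicle with enzyme for no effect and no enzyme for full effect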
RSV antiviral HEp-2 = inhibition of RSV-induced cytopathic effect – HEp-2 cells, primary 10 µM value included (AID 2391). 310,000 compounds, 0.13% hits. HEp-2 cells, RSV-induced CPE inhibition; higher % means a stronger effect. CPE inhibition, % at 10 µM, or IC50 in µM where a hit was titrated; in the data active = a potency from the dose series; inconclusive = CPE inhibition mostly from about 23% at the one dose, without a potency; inactive = the rest, 99 in 100 with CPE inhibition below about 21%; also: strong numbers were not always called active
NS5 inhibitors = flavivirus cap methylation enzyme inhibition – biochemical, confirmation dose response, primary screen (AID 588689); Dengue-2 NS5 methyltransferase capping enzyme assay, biochemical; higher % means a stronger effect; 340,000 compounds, 0.3% hits; inhibition, % at 25 µM; hits with a dose series show IC50 in µM; in the data active = a potency from the dose series; inconclusive = inhibition above about 29% without an active follow-up result
Autophagy mod = autophagy modulation, high-content screen; MEF GFP-LC3 puncta imaging; test concentration mostly 10 µM; calls only at 10 µM (by protocol); 190,000 compounds, 0.98% hits;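 active = percentage of spot-positive cells more than 3 SD above its plate mean, without a fluorescence outlier flag or 80% toxicity; inconclusive = no clear call, values can overlap the other calls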;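 also: spot-positive cell cutoff set from DMSO-treated cells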
UTI89 phage lysis = inhibition of K1F phage lysis, E. coli UTI89, bacterial capsule biogenesis inhibitors, alamar blue (AID 488966) | E. coli UTI89 K1F phage lysis, alamar blue, 2 h; higher % means a stronger effect | inhibition, % at 100 µM, or IC50 in µM where a hit was titrated | 340,000 compounds, 0.02% hits;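 active = phage lysis inhibition, versus mean bacterial control, above a set limit; inconclusive = no clear call, values can overlap the other calls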;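 also: capsule biogenesis inhibitors block K1F phage lysis so surviving cells raise fluorescence; higher fluorescence means more inhibition of phage lysis; actives were called in the ten point dose series up to 300 µM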
WT yeast gro inh mutant strain = second read-out of WT yeast gro inh, no call of its own (marks repeat the call); inhibition, %; mitochondrial fusion phenotypic screen, mutant strain inhibition
Autophagy mod cell loss 18 h = second read-out of Autophagy mod, no call of its own (marks repeat the call); toxicity, %; measured here: cell loss, nuclei count;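 cell loss after 18 h compound exposure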
NTR1 ag cell count 20 µM = also measured in NTR1 ag; calls as there; cell count; measured here: cell count, cytotoxicity flag
NS5 inhibitors pilot replicate = recorded beside NS5 inhibitors, whose call it bears; inhibition, %; measured here: pilot screen replicate inhibition
Active calls of the source: *; i = inactive; ? = inconclusive; . = not tested or not shown; [ ] = dose if it differs, or a comment.

SMILES	WT yeast gro inh	WT yeast gro inh mutant strain	GPR35 antagonists	AID2073	NTR1 ag	NTR1 ag cell count 20 µM	LYP inhibition	RSV antiviral HEp-2	NS5 inhibitors	Autophagy mod	Autophagy mod cell loss 18 h	UTI89 phage lysis	others
O=C(O)c1cccc(NC(=S)NC(=O)c2ccc(-c3ccc(Cl)cc3)o2)c1	-12	-10	-8%	24%	4.1	91	-2%	11µM*	8%	i	5	-2.3%
CC(Sc1nnc(C2CC2)n1C1CC1)C(=O)N(C)C1(C#N)CCCCC1 (centres undefined)	.	.	.	.	-3.0	53	.	2.2%	-14%	.	.	0.7%[50 µM]
Cc1cc(C(=O)NCCCN(C)C)c2ccccc2n1	5	-7	2%	-4%	.	.	-9%	.	-3%	i	-1	0.7%
COc1ccc(N2CC(C(=O)Nc3ccc(S(=O)(=O)Nc4nccs4)cc3)CC2=O)cc1 (centres undefined)	-4	-11	3%	-13%	-0.6	44	-2%	-1.1%	4%	i	-17	0.2%
CCOc1cccc(C(=O)Nc2ccc(N(CC)CC)cc2)c1	7	-15	-18%	-12%	-1.2	70	-8%	-0.5%	2%	i	15	0.2%
COc1ccc(C(=O)NCCCN2CCOCC2)cc1Br	.	.	0%	-2%	1.2	63	-3%	0.4%	-3%	.	.	0.2%	NS5 inhibitors pilot replicate=0.3
CCNC(=S)N(CCN(C)C)Cc1cc2cc3c(cc2[nH]c1=O)OCO3	.	.	1%	12%	1.5	67	-6%	-0.5%	0%	.	.	0.6%
CCc1ccc(C(O)(CC)C(CN2CCOCC2)c2ccccc2)cc1 (centres undefined)	.	.	13%	-3%	5.3	96	-6%	1.4%	5%	.	.	1.4%[50 µM]
COc1ccc(C2(c3ccc(O)cc3O)CC(c3ccccc3Cl)NC(=S)N2)cc1 (centres undefined)	-10	-9	-13%	27%	4.9	29	6%	-0.9%	-8%	i	-3	-0.8%
N#Cc1c(NC(=S)NC(=O)Cc2cccs2)sc2c1CCCCC2	45	4	1%	18%	34	80	-1%	20%	7%	i	-9	0.1%	NS5 inhibitors pilot replicate=2.1
COc1ccccc1NC(=O)N1CCC(NC(=O)C2CCCCC2)CC1	.	.	1%	-1%	-2.8	42	-11%	0.5%	-3%	.	.	0.2%
CCN(CC)C(=O)Oc1ccc2ccccc2c1Cl	28	10	-16%	6%	5.9	64	-2%	?	-7%	i	5	4.0%[50 µM]
Cc1ccc(C)c(S(=O)(=O)N2CCCC2CNC(=O)c2ccc([N+](=O)[O-])cc2)c1 (centres undefined)	.	.	.	.	0.3	48	.	14%	-6%	.	.	-0.2%[50 µM]
O=C(O)c1ccc2c(c1)N(Cc1cccc(F)c1)C(=O)CS2	12	7	-4%	-3%	-1.1	50	-7%	2.0%	-1%	.	.	0.3%
CC(=O)Nc1cccc(N2C(=O)CC(Cc3ccccc3)C2=O)c1 (centres undefined)	9	-1	-6%	-5%	0.5	32	-2%	-0.3%	2%	i	-7	-0.2%

Copied from the listing for reference:
SMILES	WT yeast gro inh	WT yeast gro inh mutant strain	GPR35 antagonists	AID2073	NTR1 ag	NTR1 ag cell count 20 µM	LYP inhibition	RSV antiviral HEp-2	NS5 inhibitors	Autophagy mod	Autophagy mod cell loss 18 h	UTI89 phage lysis	others
O=C(O)c1cccc(NC(=S)NC(=O)c2ccc(-c3ccc(Cl)cc3)o2)c1	-12	-10	-8%	24%	4.1	91	-2%	11µM*	8%	i	5	-2.3%
CC(Sc1nnc(C2CC2)n1C1CC1)C(=O)N(C)C1(C#N)CCCCC1 (centres undefined)	.	.	.	.	-3.0	53	.	2.2%	-14%	.	.	0.7%[50 µM]
Cc1cc(C(=O)NCCCN(C)C)c2ccccc2n1	5	-7	2%	-4%	.	.	-9%	.	-3%	i	-1	0.7%
COc1ccc(N2CC(C(=O)Nc3ccc(S(=O)(=O)Nc4nccs4)cc3)CC2=O)cc1 (centres undefined)	-4	-11	3%	-13%	-0.6	44	-2%	-1.1%	4%	i	-17	0.2%

Additional results.
SMILES	WT yeast gro inh	WT yeast gro inh mutant strain	GPR35 antagonists	AID2073	NTR1 ag	NTR1 ag cell count 20 µM	LYP inhibition	RSV antiviral HEp-2	NS5 inhibitors	Autophagy mod	Autophagy mod cell loss 18 h	UTI89 phage lysis	others
O=C(NCCc1ccccc1)c1ccc2c(c1)N(Cc1ccccc1)C(=O)CS2=O (centres undefined)	11	0	-4%	2%	3.5	62	-2%	0.5%	-9%	i	-7	-0.2%
Cc1ccc(O)c(C(=O)c2cc(C#N)c(=O)n(-c3c(C)n(C)n(-c4ccccc4)c3=O)c2)c1	19	-6	9%	3%	0.2	51	-6%	-1.1%	-16%	i	-5	1.6%
O=C(NC(=S)NC1CCSC1=O)c1ccccc1F (centres undefined)	11	-4	1%	-17%	0.5	55	-5%	0.8%	-3%	i	-3	0.1%
Cc1nnc(NC(=O)CSc2nnc(CC(=O)Nc3ccccc3Cl)n2C)s1	.	.	9%	-2%	0.9	44	-9%	2.1%	3%	.	.	0.3%
CCCCOP(=O)(OCCCC)C(O)c1ccc(N(C)C)cc1 (centres undefined)	.	.	-7%	-5%	2.5	55	-4%	0.8%	-13%	.	.	0.5%
COc1ccc2cc(C(=O)N3CCN(c4cccc(C)c4C)CC3)[nH]c2c1	.	.	1%	9%	7.1	92	5%	14%	7%	.	.	1.3%[50 µM]
COc1ccc2c(c1)CCc1cc(C(=O)O)sc1-2	.	.	0%	24%	0.7	65	-28%	-0.4%	-2%	.	.	0.2%
COc1ccc(NC(=O)COC(=O)Cc2c(F)cccc2Cl)cc1OC	-19	-11	-2%	1%	-1.8	84	-3%	-0.7%	.	i	10	0.6%
O=C(Nc1nc2ccccc2[nH]1)c1ccc(OC(F)F)cc1	.	.	11%	-4%	-0.6	70	-9%	2.7%	2%	.	.	-0.5%
CCCCNC(=O)C1(NC(=O)Nc2ccc(C)cc2)CCCCC1	-7	16	-8%	-2%	1.5	52	-2%	0.1%	.	i	13	.
COCCCn1cnnc1SCc1nc2sc(C(C)=O)c(C)c2c(=O)[nH]1	.	.	0%	2%	1.1	65	-3%	0.4%	-9%	.	.	0.0%
CCCc1nc(SCC(=O)Nc2cc(C)on2)c2ccccc2n1	4	-3	0%	29%	5.8	84	-6%	-1.6%	-3%	i	-32	0.2%
Cc1cc(C)cc(N2C(=O)CN(Cc3ccccc3)C2=S)c1	.	.	10%	-5%	4.9	80	-4%	9.2%	-2%	.	.	1.9%
C=CCOc1ccc(/C=N/NC(=O)CN(c2cc(Cl)ccc2OC)S(=O)(=O)c2ccc(C)c([N+](=O)[O-])c2)cc1	-3	1	-2%	7%	1.6	58	4%	4.5%	-3%	i	0	1.8%[50 µM]
Cc1cc(N/C=C/C(=O)c2ccccc2)ccc1Br	.	.	15%	7%	-0.7	63	-7%	2.1%	-6%	.	.	8.5%

In the list so far, 4 contain an aryl thioether with sulfur outside any ring.
SMILES	WT yeast gro inh	WT yeast gro inh mutant strain	GPR35 antagonists	AID2073	NTR1 ag	NTR1 ag cell count 20 µM	LYP inhibition	RSV antiviral HEp-2	NS5 inhibitors	Autophagy mod	Autophagy mod cell loss 18 h	UTI89 phage lysis	others
CC(Sc1nnc(C2CC2)n1C1CC1)C(=O)N(C)C1(C#N)CCCCC1 (centres undefined)	.	.	.	.	-3.0	53	.	2.2%	-14%	.	.	0.7%[50 µM]
Cc1nnc(NC(=O)CSc2nnc(CC(=O)Nc3ccccc3Cl)n2C)s1	.	.	9%	-2%	0.9	44	-9%	2.1%	3%	.	.	0.3%
COCCCn1cnnc1SCc1nc2sc(C(C)=O)c(C)c2c(=O)[nH]1	.	.	0%	2%	1.1	65	-3%	0.4%	-9%	.	.	0.0%
CCCc1nc(SCC(=O)Nc2cc(C)on2)c2ccccc2n1	4	-3	0%	29%	5.8	84	-6%	-1.6%	-3%	i	-32	0.2%

(further entries)
SMILES	WT yeast gro inh	WT yeast gro inh mutant strain	GPR35 antagonists	AID2073	NTR1 ag	NTR1 ag cell count 20 µM	LYP inhibition	RSV antiviral HEp-2	NS5 inhibitors	Autophagy mod	Autophagy mod cell loss 18 h	UTI89 phage lysis	others
CCN1CCN(C(=O)c2ccccc2N(Cc2ccccc2)S(C)(=O)=O)CC1	-11	2	11%	0%	1.8	79	-6%	-1.1%	-7%	i	3	-0.4%	NS5 inhibitors pilot replicate=-3.3
Cc1ccc(NC(=O)CSc2nccn2Cc2ccccc2)cc1C	2	-5	13%	-8%	1.7	34	-4%	0.2%	-3%	i	1	-1.3%
CCN(CC)S(=O)(=O)c1cccc(NC(=O)CCNC(=O)c2ccccc2Cl)c1	.	.	6%	10%	1.0	56	-4%	1.0%	-4%	.	.	0.3%
CCOc1ccccc1N1CCN(C(=O)c2cc3cc(OC)ccc3[nH]2)CC1	.	.	-4%	11%	0.1	77	2%	3.3%	1%	.	.	0.1%
CC(C)C[C@@]12C(=O)N(c3cccc(Br)c3)C(=O)N1[C@H](c1ccc(F)cc1)[C@@H]1C(=O)N(C3CCCCC3)C(=O)[C@@H]12	.	.	.	.	8.7	76	.	8.5%	-2%	.	.	0.5%
CCCc1ccc(C(=O)N2CCN(c3ccccc3OCC)CC2)cc1	-13	-9	-16%	-6%	7.5	67	3%	0.7%	-5%	i	-9	8.6%
O=C(Nc1ncccn1)C1c2ccccc2Oc2ccccc21	-9	21	-2%	2%	1.5	39	-1%	3.8%	-7%	i	-7	0.9%
C/C(=N\Nc1ccc(Cl)cc1)c1ccccn1	53	58	-23%	-12%	2.2	59	1%	8.4%	7%	i	28	10%
Cc1ccc(S(=O)(=O)N2CCN(C(=O)C3Cc4ccccc4CN3C(=O)c3ccco3)CC2)cc1 (centres undefined)	4	1	-12%	-4%	-1.8	75	0%	3.0%	-4%	i	3	0.6%
CCCCn1c(SC(C)C(N)=O)nc2cc(C(=O)OC)ccc2c1=O (centres undefined)	-8	-9	10%	-14%	5.5	53	-7%	1.3%	-2%	i	30	3.5%
CCC(=O)Nc1cc(C)c(NC(=O)CCc2ccccc2)cn1	6	-1	-11%	7%	3.6	91	-6%	1.0%	0%	i	6	0.8%
CCOC(=O)C1CCN(c2c(N3CCN(c4ccccc4OC)CC3)c(=O)c2=O)CC1	-19	6	5%	5%	.	.	-2%	.	-6%	i	12	-0.5%
Cc1ccc(/C(O)=C2/C(=O)C(=O)N(CCN3CCOCC3)C2c2cccnc2)cc1 (centres undefined)	9	5	11%	18%	-0.6	80	-4%	1.9%	-4%	i	11	-0.1%
